Screens deposited in PubChem by several laboratories.
SUMO Mot1 rescue = inhibitors of SUMOylation pathway: yeast Mot1-301 growth rescue; S. cerevisiae Mot1-301 growth rescue, ATP luminescence, 38.5C; percent above DMSO median, 100 means doubled; growth rescue, % at 18.8 µM; hit rate 1% among 320,000;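 active means every valid replicate shows activation above 250% relative to neutral control wells; inactive means the rest, any valid replicate at or below 250%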;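 further: OY570 slx delta 5 strain wells were the positive control but not used for scaling; some compounds called inactive have numbers as strong as hits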
cardiac RTF act = cardiac RTF calcium sensitization; P19429+P45379; IANBD-labeled TnC RTF fluorescence at EC20 calcium; 0% EC20 calcium, 100% full calcium; activation, % at 7.2 µM; hit rate 0.24% among 340,000;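 active means activation above the mean over all tested compounds plus 3 SD, cut at about 30% in these data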;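 further: rise in fluorescence read as greater calcium sensitivity of cardiac thin filaments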
CDK5 p35 inh = blocks human CDK5/p35 kinase activity; Q00535+Q15078; inhibition, % at 10 µM; hit rate 0.01% among 330,000; AID 488839; Recombinant CDK5/p35, ADP-Glo luminescence, 60 min;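 active means highest replicate inhibition of at least 50% and at least 75% of replicates reaching 50%; inconclusive means only one of the two criteria met; inactive means both criteria failed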;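 further: plate controls were DMSO neutral control for no effect and GW8510 at 10 µM for full effect; many of its hits are not listed in these tables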
Rtt109 HAT inh = C. albicans Rtt109 histone acetyltransferase inhibition; Q5AAJ8; purified Rtt109/Vps75, ThioGlo CoA-SH fluorescence, 4 h; inhibition, % at 34.9 µM; hit rate 0.16% among 330,000;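 active means inhibition of at least 50% in every replicate; inconclusive means best replicate reaches 50% inhibition but some replicates fall short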
PfHsp90 set2 = reduces growth (ATP signal) of yeast expressing P. falciparum Hsp90; S. cerevisiae expressing PfHsp90, BacTiter-Glo ATP, 48 h; yeast lacking PDR1 and PDR3 efflux regulators; inhibition, % at 9.4 µM; hit rate 0.32% among 310,000; AID 504621;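 active means every replicate shows inhibition above about 80%, whatever the replicate mean, limit read from the data; inconclusive means mean inhibition reaches the set limit but some replicate falls short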;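 further: 0% = DMSO neutral controls and 100% = 20 µM radicicol positive controls; yeast relying on Plasmodium falciparum Hsp90 in place of its own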
NSD2 inh = inhibitors of human histone methyltransferase NSD2; O96028; NSD2 peptide methylation, AlphaScreen, 120 min; inhibition, % at 12.5 µM; hit rate 0.54% among 310,000; in the data active means inhibition above about 50%
Target sequence (O96028 whole entry, looked up): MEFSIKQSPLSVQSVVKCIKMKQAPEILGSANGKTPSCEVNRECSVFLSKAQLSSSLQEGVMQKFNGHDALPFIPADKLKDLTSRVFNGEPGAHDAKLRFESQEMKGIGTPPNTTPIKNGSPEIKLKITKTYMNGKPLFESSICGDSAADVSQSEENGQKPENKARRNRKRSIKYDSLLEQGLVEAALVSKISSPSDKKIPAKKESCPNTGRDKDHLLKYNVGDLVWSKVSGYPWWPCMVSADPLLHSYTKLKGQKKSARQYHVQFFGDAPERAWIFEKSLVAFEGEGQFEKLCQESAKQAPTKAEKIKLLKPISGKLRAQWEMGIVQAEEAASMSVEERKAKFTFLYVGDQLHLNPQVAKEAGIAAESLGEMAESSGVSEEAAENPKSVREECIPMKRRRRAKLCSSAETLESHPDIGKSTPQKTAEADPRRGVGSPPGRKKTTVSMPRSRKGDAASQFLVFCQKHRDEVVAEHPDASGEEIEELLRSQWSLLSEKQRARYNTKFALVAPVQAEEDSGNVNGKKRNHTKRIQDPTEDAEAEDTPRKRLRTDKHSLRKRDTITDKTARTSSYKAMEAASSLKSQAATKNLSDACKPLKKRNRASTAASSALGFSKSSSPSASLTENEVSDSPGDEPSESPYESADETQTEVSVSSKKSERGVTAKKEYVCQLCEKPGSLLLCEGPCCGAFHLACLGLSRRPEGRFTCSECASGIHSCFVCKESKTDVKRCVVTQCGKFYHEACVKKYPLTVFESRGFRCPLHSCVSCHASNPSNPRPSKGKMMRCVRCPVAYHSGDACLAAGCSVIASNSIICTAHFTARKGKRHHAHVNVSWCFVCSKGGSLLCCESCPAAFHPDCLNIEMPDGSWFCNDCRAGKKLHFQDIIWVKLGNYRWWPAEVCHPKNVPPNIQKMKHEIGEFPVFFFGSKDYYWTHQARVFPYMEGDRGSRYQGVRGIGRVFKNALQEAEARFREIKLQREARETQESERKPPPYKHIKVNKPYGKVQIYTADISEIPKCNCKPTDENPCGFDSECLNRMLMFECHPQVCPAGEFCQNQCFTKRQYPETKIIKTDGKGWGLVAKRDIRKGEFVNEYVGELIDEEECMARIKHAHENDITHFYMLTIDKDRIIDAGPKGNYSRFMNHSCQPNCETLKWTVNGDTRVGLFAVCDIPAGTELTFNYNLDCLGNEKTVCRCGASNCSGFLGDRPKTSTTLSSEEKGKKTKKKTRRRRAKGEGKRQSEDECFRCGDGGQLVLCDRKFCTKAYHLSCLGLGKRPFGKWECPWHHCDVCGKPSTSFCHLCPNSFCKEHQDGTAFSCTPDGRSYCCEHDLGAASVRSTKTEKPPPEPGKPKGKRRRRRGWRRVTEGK
RTF Ca sens inh = cardiac RTF calcium desensitization. AID 493244. P19429+P45379. IANBD-labeled cardiac RTF, Ca2+ fluorescence. hit rate 0.12% among 340,000. inhibition, % at 7.15 µM;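 active means inhibition above the mean inhibition of all tested compounds plus 3 SD, cut at about 17% in these data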;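 further: assay run at fixed EC70 calcium of 1.6 mM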
PvdQ inh = P. aeruginosa PvdQ acylase inhibition. purified PvdQ acylase, fluorescence plate reader. inhibition, % at 10 µM. hit rate 0.063% among 340,000. AID 488965; in the data active means inhibition above about 30%, passing the limit was not always enough; inconclusive means no clear call, values can overlap the other calls;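 further: 0% = vehicle neutral wells and 100% = reference inhibitor wells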
LANA DNA inh = blocks KSHV LANA C-terminal domain binding to DNA. MBP-C-LANA/FAM-LBS DNA binding, fluorescence polarization. inhibition, % at 9 µM. hit rate 0.078% among 340,000. AID 504423;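 active means highest replicate inhibition at or above 60% at 9 µM, even if other replicates fall short; inactive means all replicates below 60% inhibition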;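 further: 0% = neutral control wells and 100% = 4 µM acridine orange control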
dFosB act = enhances mouse delta FosB homodimer DNA binding; hit rate 0.99% among 340,000; AID 493131; purified delta FosB, TAMRA-CDK5 oligo fluorescence polarization; percent of positive-control signal above neutral wells; activation, % at 25 µM;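 active means mean activation above about 17%, with every replicate also reaching it, limit read from the data, passing the limit was not always enough; inconclusive means only one of the two conditions met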;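 further: fluorescence polarization rise as delta FosB binds a TAMRA Cdk5 AP-1 oligo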
Keap1 Nrf2 FP = inhibitors of human Keap1-Nrf2 protein-protein interaction. Q14145. Keap1 Kelch-Nrf2 peptide fluorescence polarization, 1536-well. inhibition, % at 9.4 µM. hit rate 0.15% among 340,000. AID 504523; in the data active means inhibition above about 12%; inconclusive means no clear call, values can overlap the other calls; inactive means below about 7.3%;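 further: human Keap1 Kelch domain with fluorescein labeled Nrf2 9mer peptide probe; 0% = neutral control wells and 100% = peptide positive control; higher means more block of Keap1 binding to Nrf2 peptide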
* marks the source's active call; other numbers are inactive results; i = inactive; ? = inconclusive; . = not tested or not shown.

SMILES | SUMO Mot1 rescue | cardiac RTF act | CDK5 p35 inh | Rtt109 HAT inh | PfHsp90 set2 | NSD2 inh | RTF Ca sens inh | PvdQ inh | LANA DNA inh | dFosB act | Keap1 Nrf2 FP
O=C(NNC(=O)c1ccc(Br)s1)c1cccc(S(=O)(=O)N2CCCC2)c1 | -4 | -6 | 0.0 | -3 | -7 | 1 | 5 | -7 | 1.2 | 3 | -2
Cc1nc(C)c(CC(=O)N2CCc3c([nH]c4ccccc34)C2c2ccccn2)s1 (centres undefined) | -4 | 0 | 0.8 | . | 2 | -3 | 7 | -1 | 0.9 | -7 | -2
CC(C)c1ccc2[nH]c(O)c(N=NC(=S)NCCc3ccccc3)c2c1 | -20 | 1 | 0.9 | -4 | -6 | 2 | -14 | -5 | 0.2 | -15 | 0
O=C(CCC(=O)Nc1ccc(Cl)cc1Cl)NNC(=O)Nc1ccccc1 | 4 | -4 | 0.2 | 3 | 22 | 2 | 0 | 4 | -1.2 | 34* | -1
CC1CN=C(Nc2cccc(S(=O)(=O)N(C)C)c2)S1 (centres undefined) | 2 | 1 | 0.1 | -13 | -21 | -2 | -9 | -6 | -0.1 | -5 | 1
Cc1ccc(-c2[nH]c3cc(C(=O)NCCCn4ccnc4)ccc3c(=O)c2O)cc1 | 3 | 7 | -0.6 | i | -15 | . | -8 | -6 | 1.7 | 2 | 2
CCC1=NN=C(c2ccc(F)cc2)C(c2c[nH]c3ccccc23)N1O (centres undefined) | -11 | 8 | -0.2 | -2 | . | . | -11 | -17 | 1.1 | -7 | 0
O=C1NCCc2cc3c(cc21)OCO3 | -23 | 0 | -3.2 | -6 | 17 | 1 | -5 | -4 | -0.8 | 4 | -2
Cc1ccc(NC(=O)CN2C(=O)c3ccccc3S2(=O)=O)cc1C | -1 | 1 | 1.2 | -2 | -33 | -3 | -3 | -6 | -1.5 | -11 | -4
CC1=Nc2ccccc2N=C(NC(=O)CN2CCN(c3ccccc3)CC2)C1c1ccccc1 (centres undefined) | 1 | 3 | -2.5 | -1 | 10 | -1 | 0 | -11 | 2.5 | -4 | -7
O=C(O)c1cccc(Oc2ccccc2[N+](=O)[O-])c1 | -6 | -2 | -2.1 | -1 | 1 | -2 | -1 | -10 | 0.4 | -2 | -3
COc1ccccc1OCc1cc(C(=O)N(C)CCC2CCCCO2)no1 (centres undefined) | -6 | -1 | -0.1 | 2 | 6 | -2 | 1 | -16 | -0.2 | 2 | -7
CCOC(=O)N1CCN(S(=O)(=O)c2ccc(C)c(C(=O)NC3CCCCC3)c2)CC1 | 4 | -3 | 0.3 | -4 | -16 | -3 | 0 | -19 | 0.5 | -10 | -5
Cc1ccc2nsnc2c1NS(=O)(=O)c1c(C)ccc2nsnc12 | -9 | 4 | 0.7 | -9 | -6 | 4 | -1 | -15 | 1.9 | -3 | -3
CCOC(=O)c1cccc(NS(=O)(=O)c2cnc[nH]2)c1 | -9 | 11 | 1.0 | -2 | 5 | -1 | 0 | -26 | -1.6 | -1 | -4
CCc1nc(SCC(=O)c2c[nH]c3ccccc23)n[nH]1 | -4 | 0 | -1.6 | 1 | -26 | 2 | -6 | -3 | 1.5 | 3 | -1
C[C@@H](N)C(=O)NC[C@H]1O[C@@H](n2cnc3c(N)ncnc32)[C@H](O)[C@@H]1O | . | 4 | 0.2 | -5 | -26 | . | 0 | -5 | -1.1 | -2 | -6
COc1ccc(Nc2ccnc3ccccc23)cc1 | 21 | -2 | 0.6 | 25 | 7 | 0 | -1 | 10 | -0.8 | 5 | 1
Cc1cc(C)c2c(c1)CC(C)(C)CC2=O | . | 3 | -0.2 | 3 | 15 | -1 | -5 | 3 | 12 | 3 | 0
O=C(NCCCN1CCCC1=O)C(=O)NCC1OCCN1S(=O)(=O)c1ccc(Br)cc1 (centres undefined) | 9 | -3 | -1.4 | -1 | -19 | -5 | -6 | 10 | 0.1 | 3 | -2
COc1ccccc1NS(=O)(=O)c1cc(C(=O)N2CCN(C(=O)c3ccco3)CC2)ccc1F | . | -3 | -0.1 | 8 | 7 | -2 | -3 | 2 | -0.5 | -7 | 3
CC(C)c1nnc(NC(=O)CCC(=O)N2CCN(c3cccc(Cl)c3)CC2)s1 | -32 | -5 | -0.4 | 27 | -26 | 4 | 2 | 3 | -1.2 | -9 | 5
CNS(=O)(=O)c1cccc(C(=O)OCCCOC(=O)c2cccc(S(=O)(=O)NC)c2)c1 | -13 | 0 | 0.0 | -2 | -24 | 0 | -10 | -15 | -0.3 | -11 | -3
CSc1cccc(NC(=O)/C=C/c2cccc(Cl)c2)c1 | 15 | -18 | -0.9 | 4 | 34 | -5 | -7 | -7 | 1.3 | 5 | 0
CN(C(=O)COC(=O)c1ccc(S(=O)(=O)N2CCOCC2)cc1)C1CCCCC1 | 6 | -1 | 0.2 | -2 | -21 | 3 | -14 | -16 | -0.4 | -14 | -3

A few values from the results shown:
CCOC(=O)N1CCN(S(=O)(=O)c2ccc(C)c(C(=O)NC3CCCCC3)c2)CC1 in LANA DNA inh is entered as 0.5
CCc1nc(SCC(=O)c2c[nH]c3ccccc23)n[nH]1 in SUMO Mot1 rescue is entered as -4

New compounds follow:
SMILES | SUMO Mot1 rescue | cardiac RTF act | CDK5 p35 inh | Rtt109 HAT inh | PfHsp90 set2 | NSD2 inh | RTF Ca sens inh | PvdQ inh | LANA DNA inh | dFosB act | Keap1 Nrf2 FP
CC(=O)N(C)c1ccc(NC(=O)N2CCOCC2)cc1 | -3 | 3 | -0.3 | -2 | -21 | 1 | -3 | -12 | -1.6 | -4 | -3
CN(C(=O)c1ccc2c(c1)OCCO2)c1c(N)n(Cc2ccccc2)c(=O)[nH]c1=O | 9 | -4 | 0.2 | -7 | 3 | 0 | -14 | -11 | 1.0 | -11 | -4
CC(C)(CC(=O)c1ccccc1)CC(=O)c1ccccc1 | . | -4 | 0.7 | -3 | -30 | -5 | -6 | -16 | -2.6 | -16 | -3
Cc1cccc(NC(=O)CNC(=O)c2ccc3nc[nH]c3c2)c1C | 19 | -1 | -1.2 | 13 | -5 | 4 | -22 | 0 | 0.7 | -7 | 2
O=C(COC(=O)C1=NN(c2ccccc2)C(=O)CC1)Nc1nc(-c2ccc(F)cc2)cs1 | 0 | -3 | 1.7 | -5 | -1 | 1 | 9 | 2 | -1.5 | 0 | -8
CC(Sc1ccc2c(c1)OCCO2)C(=O)Nc1ccc2c(c1)OCO2 (centres undefined) | 8 | -2 | -1.4 | 4 | -2 | -2 | -9 | -8 | 1.6 | 2 | -2
Cc1cccc(OCC(=O)Nc2ccccc2N2CCCCC2)c1C | -2 | -7 | -6.5 | -2 | -2 | -2 | -3 | -26 | 0.6 | -1 | -7
COc1cc(C(=S)N2CCOCC2)cc(OC)c1O | -18 | -1 | -8.4 | -22 | -9 | 2 | -10 | -12 | 0.0 | -1 | -2
CCn1c(=O)c(=O)[nH]c2cc(C(=O)NCc3ccc(F)cc3)ccc21 | -22 | -1 | 1.4 | -1 | -8 | 4 | -7 | -16 | 1.9 | -4 | -4
CC1CCCCC1NC(=O)CCn1c(=O)oc2ccccc21 (centres undefined) | 25 | -2 | -2.3 | -7 | -2 | 22 | 1 | -6 | 0.3 | 5 | 2
COc1ccc(NC(=O)C2CCCN(c3nn4c(=O)cc(C)nc4s3)C2)cc1 (centres undefined) | 3 | -2 | 0.0 | -5 | 9 | . | 10 | 12 | -0.2 | -4 | 3
COc1ccccc1NC(=S)N1C2CCC1CC(NC(=O)NC13CC4CC(CC(C4)C1)C3)C2 (centres undefined) | -3 | 5 | 2.9 | 3 | 12 | 3 | 2 | -5 | 2.5 | -1 | 5
Cc1cc(-c2ccc(C(C)C)c(S(=O)(=O)NCc3ccco3)c2)on1 | 28 | -3 | . | -2 | 33 | 0 | -3 | -19 | 0.4 | -5 | -5
CC(=O)c1c(C)[nH]c(C(=O)Nc2cc(C)cc(C)c2)c1C | . | -1 | 0.2 | 4 | 7 | 7 | -4 | -4 | -1.1 | 2 | 6
S=c1[nH]nc(Cc2c[nH]c3ccccc23)o1 | -4 | 7 | -0.9 | ? | -12 | 1 | 3 | 3 | -1.1 | -5 | -3
Cc1ccc(S(=O)(=O)N2CCN(C)CC2)cc1 | -25 | -8 | 0.6 | -1 | 15 | 0 | -1 | -8 | -2.6 | -1 | 0
COc1ccccc1C(=O)Oc1ccc(C(C)(C)C)cc1 | 297 | 7 | -0.9 | -3 | 6 | -6 | -5 | -4 | 0.4 | -13 | -1
COc1ccc(CN2CCCC(CO)(Cc3ccc(F)cc3F)C2)cc1 (centres undefined) | 27 | 4 | -0.8 | -2 | -12 | -1 | -3 | -13 | -1.0 | -9 | -3
CC1=CCC2C(=O)N(c3cccc(C(=O)Nc4ccccc4Cl)c3)C(=O)C2C1 (centres undefined) | 8 | 7 | 0.7 | -6 | -7 | -4 | -1 | -7 | 0.7 | -14 | -4
COc1ccccc1CN(C)C(=O)COC(=O)c1cc(C)oc1C | . | -3 | -0.4 | 6 | -5 | 2 | 2 | -3 | 0.8 | -1 | -2
CCn1nnnc1NC(=O)c1cc(OC)c(OC)c(OC)c1 | -2 | -4 | 0.0 | -8 | . | 1 | 8 | -8 | -0.7 | 7 | -1
Cc1cc(C)cc(N(CC(=O)NCCSc2ccccn2)S(=O)(=O)c2ccccc2)c1 | . | 4 | 0.6 | 7 | 7 | 7 | -4 | -13 | 1.7 | -2 | 4
Cc1nc(S/C(=C\c2ccc(-c3ccc(C(=O)O)c(Cl)c3)o2)C(=O)O)n[nH]1 | . | -5 | -2.1 | 23 | -35 | . | -11 | 3 | 36 | -10 | -5
CCC(=O)N1CCc2cc(S(=O)(=O)NCCC(=O)NC3CCCc4ccccc43)ccc21 (centres undefined) | -9 | -5 | 0.6 | 14 | . | . | -3 | 10 | -0.6 | -4 | -1
COc1ccc(CCN(C(=O)Cn2nnc3ccccc32)C(C(=O)NCC2CCCO2)c2ccncc2)cc1OC (centres undefined) | -13 | 4 | 2.1 | 3 | . | -3 | -7 | -19 | -1.3 | -12 | -5
Cc1ccc(-n2ncc(C#N)c2/N=C/N2CCN(C)CC2)cc1 | -4 | -4 | 0.1 | -3 | 5 | 1 | 5 | -9 | -0.6 | 1 | 0
Cc1ccccc1C(=O)NC(=S)Nc1ccccc1N1CCCC1 | 0 | -3 | 0.1 | 1 | -4 | 25 | 3 | -2 | -1.6 | -5 | -4
Cc1ccc(C)c(S(=O)(=O)Nc2ccc(O)cc2)c1 | -11 | 5 | -1.0 | 5 | . | 5 | -7 | -1 | 0.1 | -2 | 3
